FN deposit inh – fibronectin deposition inhibition | AH1F fibroblasts, Alexa488-fibronectin deposition fluorescence, overnight | inhibition, % at 12.6 µM | 0.086% of 350,000 active | AID 743247;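 active = mean inhibition across replicates of 30% or more, regardless of how many single replicates reach that level; inconclusive = mean under 30% yet at least half of replicates reach 30%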;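 also: positive control wells lacked labelled fibronectin entirely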
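Assay system: AH1F fibroblasts / Quantity: 10000 cells per well / Medium: DMEM plus 2% serum, read in PBS / Reagent: labelled fibronectin 24 nM / Dosing: single dose, pinned / Times: 1 h cell attachment, overnight exposure to compound and label / Signal: fluorescence, ex 485 nm, em 525 nm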
PGC1a acetyl inh – lowers PGC1a acetylation signal in U2OS cells. 0.17% of 350,000 active. inhibition, % at 15.6 µM. AlphaScreen anti-acetyl-lysine; with virally co-expressed GCN5 acetyltransferase. AID 651687;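 active = every replicate shows inhibition of at least 40%; inconclusive = mean inhibition at least 40% but some replicate below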;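 also: 0% = neutral control wells and 100% = positive control wells; some results beyond the cut were filed as inactive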
C2C12 statin – suppression of simvastatin myotoxicity | C2C12 myotubes + simvastatin, ATP luminescence, 48 h; scaled: DMSO 0, geranylgeraniol control 100 | rescue of ATP level, % at 7.49 µM | 0.78% of 330,000 active;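 active = mean ATP rescue above about 67%, or every replicate alone reaching that limit, limit read from the data, passing the limit was not always enough; inconclusive = no clear call, values can overlap the other calls; inactive = mean under the limit and some replicate under it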;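 also: myotubes were challenged with 10 µM simvastatin during compound exposure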
F508del corr – CFTR F508del correction in bronchial cells; CFBE cells, YFP halide quenching; stimulated with forskolin plus potentiator P3; % fluorescence drop versus neutral controls; 0.36% of 350,000 active; activity (quench increase), % at 7.58 µM;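 active = mean added fluorescence quench of at least 8% versus neutral control, with both replicates also reaching 8%; inconclusive = only one of the mean or replicate conditions met; inactive = mean below 8% and not both replicates reaching 8%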;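 also: cells transiently co-express mutant CFTR-F508del with the halide-sensitive YFP; corrector assay measuring rescue of mutant channel to the surface after 24 h compound exposure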
miR-122 sensor – blocks miR-122 activity in Huh7 sensor cells. 0.3% of 340,000 active. Huh7 miR-122 Renilla luciferase sensor, 48 h; neutral wells = 0, positive control = 100. activation (reporter increase), % at 12.5 µM;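 active = mean replicate activation score at least 90 and every replicate individually at or above 90; inconclusive = only one of the two criteria met; inactive = neither criterion met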;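 also: higher luciferase means less miR-122 activity so hits act as miR-122 inhibitors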
PglD DTNB – blocks C. jejuni PglD acetyltransferase activity. purified PglD enzyme, DTNB colorimetric CoA detection. inhibition, % at 12.5 µM. 0.098% of 360,000 active. AID 602405; in the data active = inhibition above about 16%, passing the limit was not always enough; inconclusive = no clear call, values can overlap the other calls; also: strong numbers were not always called active
GSIS activator – GLuc luminescence reporter in INS-1E cells, primary screen for activators of glucose-dependent secretion of insulin. 0.61% of 370,000 active. activation, % at 16.6 µM. AID 743287. INS-1E GLuc reporter insulin secretion, 2-3 h;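 active = lowest replicate activation of at least 40%, so every replicate reaches that level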;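 also: 0% = median of neutral control wells and 100% = median of IBMX positive control wells; some compounds called inactive have numbers as strong as hits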
Cneo AK release – causes C. neoformans cell lysis | adenylate kinase release luminescence, 4 h; normalised: neutral wells 0, clomiphene wells 100 | lysis activity, % at 15 µM | 0.2% of 360,000 active;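 active = mean lysis activity across replicates of at least 80%, whatever share of replicates individually reach that level; inactive = mean lysis activity below 80%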
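Assay system: log-phase C. neoformans yeast / Quantity: yeast cell density of 5 × 10^6 cells/mL / Medium: fresh YPD growth medium / Compound: single dose / Timing: static 4 h at 37 °C with compound, 1 h detection / Measured by: adenylate kinase release luminescence / Read-out: lysis from increased AK signal / Benchmarks: Clomiphene as positive lysis control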
Active calls of the source: *; ? = inconclusive; nt = no result given; [ ] = dose if it differs, or a comment. Outcome played no part in choosing rows; 2.1% or so of the library scored in one or more.

SMILES	FN deposit inh	PGC1a acetyl inh	C2C12 statin	F508del corr	miR-122 sensor	PglD DTNB	GSIS activator	Cneo AK release
COc1ccc2c(c1)nc(SCC(O)c1ccccc1)n2C (stereo unspecified)	-2	1	1	-2.6	3	11	29	0
Cc1ccccc1S(=O)(=O)N1CCCCN2[C@@H](CO)[C@H](c3ccc(-c4ccccc4)cc3)[C@@H]2C1	nt	-9	nt	-4.7	13[16.7 µM]	4	nt	-1
CCC1(c2ccccc2)NC(=O)N(CC(=O)N(C)CC(=O)Nc2ccc(F)c(F)c2F)C1=O (stereo unspecified)	2	nt	-9	1.5	nt	nt	-2	nt
COc1ccc(C(=O)NC(=S)Nc2nc(-c3ccc(OC)c(Br)c3)cs2)cc1Br	-2	nt	4	1.9	nt	2	-10	4
O=C(CNC(=O)c1ccc(Br)o1)NC1CCCCC1	nt	-3	nt	-2.1	-1	4	-6	0
Cc1cccc(N2CCN(C(=O)N3CCCCC3)CC2)c1C	3	-8	nt	0.6	nt	nt	-8	nt
COc1ccc(OC)c(NC(=O)CSc2nnc(Cn3c(=O)sc4ccccc43)n2C)c1	7	6	5	-1.8	-2	0	-3	0
CC(C)CC(NC(=O)c1ccccc1NC(=O)c1ccccc1)C(=O)O (stereo unspecified)	2	nt	1	2.4	-4	7	4	0
COc1ccc(CC(=O)N(C)CC(=O)Nc2ccccc2Cl)cc1S(=O)(=O)N1CCOCC1	-2	3	-2	-2.4	3	6	nt	0
O=C1NCCN1Cc1ccc(Cl)cc1	-8	-11	-5	-0.7	-5	-2	nt	-1
CCOC(=O)N1CCN(C(=O)c2cccc(S(=O)(=O)Nc3ccc(Br)cc3)c2)CC1	-2	1	1	0.8	6	5	-20	0
COc1ccc(NS(=O)(=O)c2ccc(OC)c(OC)c2)cc1OC	-7	-5	32	nt	?	5	nt	3
COC(=O)c1cc(OC)c(OC)cc1NC(=O)Nc1ccc(OC)cc1OC	3	-15	nt	nt	4	4	20	0
C[C@@H]1CN([C@H](C)CO)C(=O)c2cc(NC(=O)Cn3cnnn3)ccc2O[C@H]1CN(C)S(=O)(=O)c1cccs1	6	-8	-4	1.8	-1[16.7 µM]	3	7	3
CCNC(=S)N1CCN(Cc2ccc3c(c2)OCO3)CC1	15	nt	nt	4.5	-9	nt	-13	nt
CC(=O)c1cccc(NC(=O)N2CCCC2C(=O)Nc2cccc(C)c2C)c1 (stereo unspecified)	-6	9	19	nt	0	2	nt	1
O=C(N[C@H]1CC[C@H](CCNC(=O)C2CC2)O[C@H]1CO)c1ccccn1	-3	6	-3	-2.4	nt	0	7	-2
Cc1noc(C)c1S(=O)(=O)N(C)C[C@@H]1Oc2ccc(NC(=O)Nc3ccc(F)cc3)cc2CC(=O)N([C@H](C)CO)C[C@@H]1C	nt	3	7	1.7	9[16.7 µM]	5	-21	2
C[C@H]1CN([C@@H](C)CO)C(=O)c2cc(NS(=O)(=O)c3cccs3)ccc2O[C@H]1CN(C)Cc1ccc2c(c1)OCO2	-13	5	16	-1.1	-8[16.7 µM]	2	7	-1
COC(=O)c1ccc(NC(=O)COC(=O)CCC2CCCC2)cc1	-1	1	-5	-1.2	-4	-4	10	0
C[C@H](CO)N1C[C@H](C)[C@@H](CN(C)S(=O)(=O)c2ccc(Cl)cc2)Oc2c(NC(=O)Nc3cccc4ccccc34)cccc2C1=O	nt	-9	55	2.8	-7[16.7 µM]	-2	-21	5
Nc1sc2c(c1C(=O)NC1CC1)CCCC2	-12	nt	3	0.8	nt	3	-12	0
C=CC[C@@H](CC(=O)N(CCO)Cc1ccccc1)C(=O)N[C@H](COC(=O)[C@@H](CC=C)CC(=O)OC(C)(C)C)Cc1ccccc1	-2	nt	-2	-2.5	nt	-4	nt	4
COc1ccc(NC(=O)Nc2cccc3c2O[C@H](CN(C)Cc2ccc(Cl)c(Cl)c2)[C@@H](C)CN([C@H](C)CO)C3=O)cc1	6	-13	nt	-0.2	18[16.7 µM]	nt	-29	nt
CO[C@H]1CN(C)C(=O)c2cc(NS(C)(=O)=O)ccc2OC[C@@H](C)NC[C@H]1C	-11	-4	nt	-2.8	nt	nt	8	nt
CCCS(=O)(=O)c1c(S(=O)(=O)CCC)c2cc(-c3ccncc3)ccn2c1C(=O)OC	4	-20	18	-3.9	6	-1	7	-21
CCN1CCN(c2nc3ccccn3c(=O)c2C=O)CC1	-6	10	3	0.8	-5	-4	14	-2
CCc1ccc(CNC(=O)C2CCN(S(=O)(=O)N3CCCC3)CC2)cc1	-6	-6	18	-0.8	-4	1	-9	0
O=C(C[C@H]1CC[C@@H]2NC[C@@H](O)COC[C@H]2O1)Nc1ccc(-c2ccccc2)cc1	-4	-3	-36	0.5	0[16.7 µM]	1	3	-1
CSc1nc2nc(C)cc(-c3ccccc3)n2n1	nt	10	-1	nt	3	-6	nt	0
O=C1CCC([N+](=O)[O-])C(c2ccc(Cl)cc2)N1 (stereo unspecified)	-1	0	11	nt	-1	3	nt	0
CCCNC(=O)N1[C@H](CO)[C@H](c2ccccc2)C12CN(C(=O)C1CCCCC1)C2	-3	-5	nt	-0.1	nt	nt	-1	nt
CCNC(=O)c1c(C)nc2ccccn12	nt	-9	nt	nt	-4	-3	nt	-1
CCOc1ccc(C(=O)CN2CCN(S(=O)(=O)c3ccc(Br)cc3)CC2)cc1	nt	2	1	nt	-4	-10	nt	1
CC(C)NC(=O)N(C)C[C@@H]1Oc2cc(C#Cc3ccccn3)ccc2S(=O)(=O)N([C@@H](C)CO)C[C@@H]1C	nt	-5	15	1.9	6[16.7 µM]	-3	-6	1
C[C@@H]1CN([C@H](C)CO)C(=O)Cc2cc(NC(=O)Nc3ccc(F)cc3)ccc2O[C@@H]1CN(C)C(=O)Nc1ccc(F)cc1	nt	-4	6	1.4	-4[16.7 µM]	-10	-8	-1
Cc1ccn2cc(CNC(=O)c3ccc(Br)o3)nc2c1	4	-7	-2	-5.7	6	-3	nt	-3
O=C1NN(c2ccc(F)cc2)C(=O)/C1=C\C=C\c1ccco1	7	-3	nt	nt	-1	-3	2	-1
Cc1cccn2c(=O)c(C=NCc3ccco3)c(Nc3ccc(SC(F)F)cc3)nc12	-7	4	-15	nt	1	-2	nt	0
C[C@@H]1CN([C@H](C)CO)C(=O)c2cc(NC(=O)CCN3CCOCC3)ccc2O[C@@H]1CN(C)C(=O)Nc1cccc2ccccc12	nt	4	50	-2.4	-2[16.7 µM]	-2	20	-3
O=C(C[C@H]1CC[C@H]2[C@@H](COC[C@H](O)CN2Cc2cccc(F)c2)O1)NCCc1ccncc1	-13	2	8	-0.8	-5[16.7 µM]	1	-1	3
CCN(c1cccc(C)c1)S(=O)(=O)c1c(C)[nH]c(=O)[nH]c1=O	nt	16	-3	nt	-1	7	nt	-2
CCOC(=O)C1(C)CCN1C(=O)c1ccc(OC)cc1 (stereo unspecified)	2	-12	16	1.8	-3	1	1	-3
CCNC(=O)c1ccc(CSc2ccc(Cl)cc2)cc1	4	nt	-5	3.3	-13	-2	-1	-3
CCC1CSC(=Nc2ccc(C)cc2)N1C(=O)CN1C(=O)NC2(CCCC2)C1=O (stereo unspecified)	-5	3	nt	1.7	nt	3	-11	-9
CNCCCOc1ccc(Cl)cc1C(C)(C)C	2	-31	-1	1.3	-4	0	nt	9
Cc1ccc(C(NC(=O)Nc2ccccn2)C(Cl)(Cl)Cl)cc1F (stereo unspecified)	-2	6	1	-5.5	0	nt	-4	nt
COc1cc(S(=O)(=O)N2CCCCC2)ccc1NC(=O)/C=C/c1ccccc1	nt	-15	-32	nt	-4	-3	nt	-1
O=C(/C=C/c1ccccc1)NNC(=O)c1cccc(Cl)c1	-9	3	6	nt	nt	2	-6	3
Cc1ncoc1C(=O)N1CCc2c([nH]c3ccccc23)C1C(C)(C)C (stereo unspecified)	-3	-1	nt	0.2	nt	nt	-7	nt

More records
SMILES	FN deposit inh	PGC1a acetyl inh	C2C12 statin	F508del corr	miR-122 sensor	PglD DTNB	GSIS activator	Cneo AK release
Cn1c(CSc2nc3ccccc3s2)nc2ccccc21	-16	-5	18	nt	7	3	nt	14
CCNC(=O)[C@@H]1[C@@H](CO)[C@@H]2Cn3c(ccc(-c4ccc(OC)cc4)c3=O)[C@H]1N2CC	nt	nt	0	-0.2	1[16.7 µM]	1	26	36
COCCn1c(SCC(=O)Nc2ccc3c(c2)CCC3)nc2ccccc2c1=O	11	8	nt	2.4	1	-5	-3	1
CC(C)CC1C(=O)N(Cc2cn(Cc3ccco3)nn2)CCS(=O)(=O)N1Cc1ccc(-c2cccc(CO)c2)cc1 (stereo unspecified)	3	-21	-11	-6.0	-9	0	-4	2
CO[C@@H]1CN(C)C(=O)c2ccc(NC(=O)c3ccccc3F)cc2OC[C@@H](C)N(C(C)=O)C[C@@H]1C	0	0	-8	0.4	nt	1	7	-2
CCCNC(=O)Nc1ccc2c(c1)OC[C@@H](C)N(C(=O)C1CCC1)C[C@H](C)[C@@H](OC)CN(C)C2=O	-14	nt	-4	-0.9	-1[16.7 µM]	-3	11	55
CCCNC(=O)C1CC(=O)N(c2ccc(OCC(=O)Nc3cccc(C)c3C)cc2)C1 (stereo unspecified)	10	3	-1	-3.8	-3	2	-2	1
Cc1sc2nc(CN(Cc3cccs3)C(=O)C3CC3)[nH]c(=O)c2c1C	1	8	20	nt	-4	6	nt	1
CC(C)(C)c1ccc(C(=O)N/N=C/c2cccc(Cl)c2)cc1	-2	-1	-7	nt	-4	-2	nt	-5
CC(=O)Nc1sc2c(c1C(c1cccc(Cl)c1)N1CCN(CCO)CC1)CCCC2 (stereo unspecified)	-12	1	-13	-2.2	21	3	-17	1
COc1ccc(S(=O)(=O)N2CCCN(C)CC2)cc1	3	6	-1	0.5	-1	4	-11	-1
O=C(NCC1CCCCC1)[C@H]1[C@H](CO)[C@H]2Cn3c(cccc3=O)[C@@H]1N2C(=O)c1ccncc1	-7	nt	-2	-2.7	0[16.7 µM]	1	-1	0
O=C(O)C1CCC1C(=O)Nc1nc(-c2ccc(Cl)s2)cs1 (stereo unspecified)	5	1	-1	-2.5	-3	1	-4	-3
Cc1cnc(C(=O)Nc2ccc(F)c(F)c2)cn1	nt	5	0	nt	-6	-1	nt	-1
C[C@@H]1CN([C@@H](C)CO)C(=O)c2cccc(N(C)C)c2O[C@H]1CN(C)C(=O)Nc1ccc(C(F)(F)F)cc1	nt	8	27	0.1	17[16.7 µM]	-2	-11	99*
C[C@@H]1CCCCO[C@@H](CN(C)S(C)(=O)=O)[C@H](C)CN([C@@H](C)CO)C(=O)c2cc(NS(=O)(=O)c3cccs3)ccc2O1	nt	0	nt	-0.7	1[16.7 µM]	1	1	1
COCC(=O)N(C[C@@H]1N[C@@H](CO)[C@H]1c1ccc(-c2ccccc2)cc1)C(C)C	0	-10	11	-0.5	14[16.7 µM]	1	1	12
Cc1cc(C)cc(N(CC(=O)NC2CCCCC2)C(=O)c2csnn2)c1	3	nt	2	-0.7	nt	2	12	-5

Given as comma-separated lines: 2 of the compounds above
Compound,FN deposit inh,PGC1a acetyl inh,C2C12 statin,F508del corr,miR-122 sensor,PglD DTNB,GSIS activator,Cneo AK release
COCC(=O)N(C[C@@H]1N[C@@H](CO)[C@H]1c1ccc(-c2ccccc2)cc1)C(C)C,0,-10,11,-0.5,14[16.7 µM],1,1,12
Cc1cc(C)cc(N(CC(=O)NC2CCCCC2)C(=O)c2csnn2)c1,3,nt,2,-0.7,nt,2,12,-5

Compound activity: PubChem, Broad Institute
